FBA Mtb inh – Mtb fructose-bisphosphate aldolase inhibition. P9WQA3. inhibition, % at 1 µM. AID 588726. actives 2.3% (n = 360,000). purified M. tuberculosis FBA, fluorescence read-out; in the data active means inhibition above about 27%;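 further: 0% = vehicle and 100% = reference inhibitor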
PfHsp40 rescue – compounds rescuing yeast from Plasmodium falciparum HSP40 toxicity | S. cerevisiae expressing PfHsp40, growth rescue, ATP luminescence | growth rescue, % at 12.5 µM | actives 0.68% (n = 340,000) | AID 504582; in the data active means growth rescue above about 28%, passing the limit was not always enough; inconclusive means no clear call, values can overlap the other calls;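 further: yeast W303a lacking pdr1 and pdr3 grown in galactose medium; growth measured after three days at 30 °C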
BoNT F protease – BoNT F light chain protease inhibition; actives 0.22% (n = 360,000); Multiplex microsphere protease cleavage assay, flow cytometry; inhibition, % at 10 µM; in the data active means inhibition above about 35%, passing the limit was not always enough; inconclusive means no clear call, values can overlap the other calls; further: plate controls were buffer without enzyme for full effect and enzyme alone for no effect
GDH-TPI counter – inhibits GDH-TPI coupling enzymes, artifact for Mtb FBA screen; inhibition, % at 4.8 µM; AID 588335; GDH-TPI coupled enzyme counterscreen, NADH absorbance; actives 1.2% (n = 360,000); in the data active means inhibition above about 30%;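 further: 0% = DMSO wells and 100% = wells lacking the enzyme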
BioA inh – inhibitors of Mycobacterium tuberculosis BioA enzyme. AID 602481. inhibition, % at 9.99 µM. purified M. tuberculosis BioA enzyme, plate reader. actives 0.096% (n = 360,000); in the data active means inhibition above about 40%; inconclusive means no clear call, values can overlap the other calls
FadD28 binding – M. tuberculosis FadD28 bisubstrate binding inhibition; FadD28 bisubstrate probe binding, fluorescence polarization; inhibition, % at 12.5 µM; actives 0.22% (n = 360,000); AID 588549; in the data active means inhibition above about 8.5%, passing the limit was not always enough; inconclusive means no clear call, values can overlap the other calls
Mtb UGM inh – Mtb UDP-galactopyranose mutase inhibition. P9WIQ1. purified UGM, fluorescence polarization probe displacement. inhibition, % at 10 µM. actives 0.06% (n = 320,000); in the data active means inhibition above about 10%, passing the limit was not always enough; inconclusive means no clear call, values can overlap the other calls
BoNT A protease – blocks Botulinum neurotoxin A light chain protease; multiplex microsphere protease substrate cleavage, flow cytometry; inhibition, % at 10 µM; actives 0.17% (n = 360,000); AID 588499; further: plate controls were buffer without enzyme for full effect and enzyme alone for no effect
Anthrax LF prot – anthrax lethal factor protease inhibition | P15917 | multiplex microsphere protease cleavage assay, LF | inhibition, % at 10 µM | actives 0.12% (n = 360,000) | AID 588501; further: plate controls were buffer without enzyme for full effect and enzyme alone for no effect
Target sequence (P15917 whole entry, looked up): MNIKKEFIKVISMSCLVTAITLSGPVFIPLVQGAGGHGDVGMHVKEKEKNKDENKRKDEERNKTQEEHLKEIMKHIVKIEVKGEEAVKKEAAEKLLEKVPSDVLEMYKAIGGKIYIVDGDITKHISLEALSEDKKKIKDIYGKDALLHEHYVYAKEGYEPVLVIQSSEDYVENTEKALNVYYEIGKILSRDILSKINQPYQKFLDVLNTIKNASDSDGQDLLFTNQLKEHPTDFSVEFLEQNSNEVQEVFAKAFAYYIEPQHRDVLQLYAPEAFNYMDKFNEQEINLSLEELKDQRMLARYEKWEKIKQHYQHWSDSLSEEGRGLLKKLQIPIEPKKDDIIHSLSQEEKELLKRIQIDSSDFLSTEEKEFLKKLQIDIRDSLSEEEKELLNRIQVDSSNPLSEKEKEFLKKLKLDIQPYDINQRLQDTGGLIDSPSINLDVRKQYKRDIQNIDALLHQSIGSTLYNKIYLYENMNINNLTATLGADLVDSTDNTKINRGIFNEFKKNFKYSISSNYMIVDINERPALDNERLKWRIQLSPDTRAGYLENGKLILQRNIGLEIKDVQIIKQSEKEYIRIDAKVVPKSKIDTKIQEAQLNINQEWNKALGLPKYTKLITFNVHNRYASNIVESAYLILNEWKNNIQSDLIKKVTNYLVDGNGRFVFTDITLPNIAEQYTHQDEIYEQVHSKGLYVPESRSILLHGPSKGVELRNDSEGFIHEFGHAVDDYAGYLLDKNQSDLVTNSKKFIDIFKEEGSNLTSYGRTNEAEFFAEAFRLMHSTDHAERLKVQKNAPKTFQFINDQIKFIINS
Numbers without * were called inactive; ? = inconclusive; nt = not tested or not shown; & = joins results of further samples. Unless noted, no stated cut-off is given here; in the data, active means inhibition above about 30%; inconclusive means no clear call, values can overlap the other calls; inactive means below that.

Results follow in this order: FBA Mtb inh	PfHsp40 rescue	BoNT F protease	GDH-TPI counter	BioA inh	FadD28 binding	Mtb UGM inh	BoNT A protease	Anthrax LF prot
COc1ccc(S(=O)(=O)Nc2cccc3c2O[C@H](CN(C)Cc2ccc(Cl)c(Cl)c2)[C@@H](C)CN([C@H](C)CO)C3=O)cc1
    -1	2.5	-6	2	1.2&-1.4	-0.1	-1.8	-1.0	-6
CCCc1noc(-c2cccc([N+](=O)[O-])c2)n1
    3	-1.2	-6	1	nt	-0.2	0.7	0.7	-3
COC(=O)C1=C(O)CSC1=Nc1ccc(C)cc1
    0	0.2	-4	12	0.7	-1.4	-0.1	0.2	-2
COc1ncnc(NS(=O)(=O)c2ccc(N)cc2)c1OC
    -1	-0.9	1	5	-0.6	1.0	2.5	0.0	1
Cc1ccc(F)c(S(=O)(=O)NC(=O)C2(C)CCN2C(=O)CCc2ccccc2)c1 (stereo unspecified)
    2	nt	-6	-2	-1.4	-3.2	nt	-0.3	-1
COCCNC(=O)CSc1nc2cc3c(cc2c(=O)n1CCCC(=O)NCCc1ccc(OC)c(OC)c1)OCO3
    -7	0.3	-4	-2	nt	-4.6	2.0	0.5	6
COc1ccsc1NC(=O)OCc1ccc(Cl)cc1
    1	0.8	-8	1	0.6	-0.6	1.4	-3.4	-8
COC(=O)CN1C(=O)C2(OCCCO2)c2ccccc21
    1	1.4	-2	2	1.4	1.0	-4.5	0.5	2
N/C(=N\OC(=O)c1ccccc1)C(C(=O)NOC(=O)c1ccccc1)C1CCCCC1 (stereo unspecified)
    -1	-1.9	-2	9	0.0	-0.4	nt	-0.3	-1
O=C(c1ccccc1)C(CN1CCCCC1)c1ccccc1 (stereo unspecified)
    1	-0.1	2	11	-1.0	-2.2	nt	1.3	2
O=C(COC(=O)c1cc[n+]([O-])cc1)Nc1ccc(SC(F)F)cc1
    -1	-0.3	4	0	0.8	0.8	1.7	-1.4	-1
O=C(CC[C@H]1O[C@@H](n2ccc(=O)[nH]c2=O)[C@H](O)[C@@H]1O)N[C@H](Cc1ccccc1)C(=O)NC1CCCCC1
    -2	nt	-1	nt	0.4	-2.7	nt	-1.2	0
COc1ccccc1NC(=O)c1oc2ccccc2c1NC(=O)C1CC1
    3	-0.6	28	16	-0.8	-1.7	1.3	17	10
O=C1/C(=C/c2ccc([N+](=O)[O-])cc2)Oc2cc(O)ccc21
    -16	2.3	8	30	nt	0.7	1.0	3.6	-7
Cc1cc(OCC(=O)Nn2cnnc2)c(C)cc1Br
    1	-0.4	7	11	-1.4	-1.5	0.4	-0.2	-3
O=C(Nc1ccc(Cl)c(S(=O)(=O)N2CCCCC2)c1)c1ccco1
    0	4.6	nt	2	1.1	-1.9	-1.2	nt	nt
COc1ccc2[nH]c3c(c2c1)CCN1C(=O)C(CC(=O)NCCC2=CCCCC2)C[C@H](C(=O)N2CCOCC2)[C@@]31C (stereo partly specified)
    -2	0.7	1	0	0.4	-3.0	nt	0.2	2
O=[N+]([O-])c1ccc(Sc2ccc(Cl)c(Cl)c2)nc1
    0	-0.6	12	14	-0.5	0.0	1.7	2.4	?
O=C(NN1CC(=O)N(c2cc(Cl)cc(Cl)c2)CC1=O)c1sccc1Cl
    -1	-0.9	-8	0	-0.2	-3.2	-1.6	-0.1	-1
COc1ccc(-c2nn(-c3ccccc3)cc2CO)cc1
    2	1.6	-12	12	-1.7	-2.8	-0.7	0.4	1
Cc1cc(SCCC(=O)O)nc2c(C)cccc12
    2	17	2	12	0.9	-0.6	-1.7	2.9	1
O=C(COc1ccccc1)Nc1ccccc1Oc1ccccc1
    2	4.1	0	8	nt	-3.4	-1.2	0.1	-1
Cc1ccc(C)c(NC(=S)c2nc3ccccc3s2)c1
    0	0.3	-10	9	nt	-2.3	-0.8	-0.7	-4
CCN(CC)S(=O)(=O)c1cccc(NC(=O)CN(C)C2CCCCC2)c1
    0	-1.0	-3	-2	nt	-2.8	-0.1	-0.1	0
COc1ccc(OC)c2sc(NNC(=O)C3COc4ccccc4O3)nc12 (stereo unspecified)
    5	6.9	-2	-7	nt	-0.8	-0.9	-0.5	2
O=C(NCCC1CCCCN1S(=O)(=O)c1ccc(F)cc1)C(=O)NCc1ccccn1 (stereo unspecified)
    3	0.5	3	6	-0.7	-0.4	-1.1	5.5	-3
CCN(CC)CCCN(Cc1cc2cc3c(cc2[nH]c1=O)OCO3)C(=S)Nc1ccccc1OC
    21	0.7	-6	18	nt	-0.2	1.8	0.0	-6
CCN(CCNC(=O)C1CCN(S(=O)(=O)c2c(C)noc2C)CC1)c1ccccc1
    3	1.3	0	5	nt	-0.1	-0.4	0.7	0
CCOC(=O)N1CCc2c(sc3c2c(=O)n(Cc2ccccc2)c(=O)n3CC(=O)NCCOC)C1
    0	0.5	-7	-8	0.2	-3.4	-2.3	0.5	-1
Cn1c(SCC(=O)Nc2ccccc2Br)nnc1-c1cnccn1
    -4	-0.1	5	-6	4.4	-3.5	-1.5	0.2	1
COc1ccc2oc(C(=O)OCC(=O)Nc3cc(S(=O)(=O)N4CCOCC4)ccc3C)c(C)c2c1
    32*	0.5	-7	9	nt	-2.5	1.0	0.5	3
O=C(NCc1ccccc1)C1Cc2c(-c3ccc(Cl)cc3)ccnc2O1 (stereo unspecified)
    4	nt	0	11	-0.7	-0.2	nt	0.4	-4
O=C(NC(=S)N1CCCCC1c1cccnc1)c1ccc(F)cc1 (stereo unspecified)
    6	-1.2	5	-14	0.6	-3.4	-1.5	0.7	-2
Cc1ccc(CN2CCCN(Cc3cc(C)ccc3C)S2(=O)=O)cc1
    1	-0.3	7	-6	-0.4	nt	-1.0	1.7	-12
CCCCN(C)CCNC(=O)Cn1c(=O)sc2ccccc21
    -2	0.9	-3	5	-0.9	-0.1	-1.0	-0.3	6
N#Cc1cc(Oc2ccc3ccccc3c2)c(-n2nnc3ccccc32)cc1C#N
    1	-1.2	-3	4	-1.5	-3.0	-0.6	-0.4	-1
CN1C(C(=O)NCc2ccc(OC(F)(F)F)cc2)CC2Cn3c(nc4cc(Cl)c(Cl)cc43)C21 (stereo unspecified)
    0	3.7	-7	2	-0.4	-6.3	0.6	-0.5	-5
O=S(=O)(NCc1ccccc1)c1ccc(NC(=S)NCc2ccco2)cc1
    -3	13	12	-1	2.6	-5.2	-0.7	-2.4	-2
Cc1cc(C(=O)N(C)CC(=O)Nc2ccc(Cl)c(C(F)(F)F)c2)no1
    5	-0.7	-3	6	nt	-1.7	2.4	-5.6	2
COC(=O)c1ccccc1NC(=O)Cn1ccnc1
    5	0.6	-3	3	0.6	-0.1	1.5	-1.5	1

Continued, overlapping the part above by 3 compounds.
Results follow in this order: FBA Mtb inh	PfHsp40 rescue	BoNT F protease	GDH-TPI counter	BioA inh	FadD28 binding	Mtb UGM inh	BoNT A protease	Anthrax LF prot
O=S(=O)(NCc1ccccc1)c1ccc(NC(=S)NCc2ccco2)cc1
    -3	13	12	-1	2.6	-5.2	-0.7	-2.4	-2
Cc1cc(C(=O)N(C)CC(=O)Nc2ccc(Cl)c(C(F)(F)F)c2)no1
    5	-0.7	-3	6	nt	-1.7	2.4	-5.6	2
COC(=O)c1ccccc1NC(=O)Cn1ccnc1
    5	0.6	-3	3	0.6	-0.1	1.5	-1.5	1
CN(C)S(=O)(=O)Oc1ccsc1C(=O)Nc1ccccc1Cl
    1	1.6	19	11	-0.5	-12	-0.6	0.7	-4
CCCN1CCn2c3c(c4cc(Br)ccc42)CCCC31 (stereo unspecified)
    0	-1.8	-2	3	-1.0	0.9	nt	-2.2	-1
COc1ccccc1NC(=O)COC(=O)/C=C/c1ccccc1[N+](=O)[O-]
    -1	-0.3	1	7	0.7	-0.5	nt	-0.2	-2
COc1cccc(C2C3=C(N=C4SCC(=O)N42)c2ccccc2CC3)c1OC (stereo unspecified)
    2	-0.9	-9	-2	nt	-0.4	1.9	0.3	-3
CC(=O)Oc1ccc2c(=O)c(Oc3ccccc3)c(C)oc2c1OC(C)=O
    0	-1.3	-2	3	-1.0	1.0	0.4	0.2	-2
COc1cc([N+](=O)[O-])ccc1NC(=O)CCCOc1ccc(C)cc1
    4	-1.5	?	13	-0.5	-2.1	-1.3	2.3	-6
N#C/C(=C/c1cn(CC(=O)O)c2ccccc12)c1ccc(F)cc1
    -6	0.6	3	16	nt	-3.2	0.5	0.3	-1
Cn1cc(S(=O)(=O)N2CCCC2)cc1C(=O)NCc1ccc(Cl)cc1
    0	0.2	-16	-8	1.8	-0.5	-3.6	-0.8	-13
COc1ccc(S(=O)(=O)N2CCOCC2)cc1NC(=O)CN1C(=O)CN(C)C1=O
    1	-0.3	-3	2	-1.6	1.1	-0.1	-0.3	1
CCN(CC)S(=O)(=O)c1cc(C(=O)OC(C)C(=O)NCc2ccco2)ccc1C (stereo unspecified)
    -1	1.5	-1	-1	2.7	-0.9	0.1	-0.1	-5
Cc1ccc(/C(C#N)=C\c2ccc(N3CCOCC3)o2)cc1
    -4	1.1	-11	16	-2.6	2.4	-0.7	-2.4	-4
Cc1ccc2nc(SCC(=O)Nc3cccc4ccccc34)nc(=O)n2c1
    4	-2.6	-8	20	2.7	-0.8	2.1	6.4	4
COc1cc2c(cc1O)CC[C@@H]1[C@@H]2CC[C@]2(C)[C@@H](O)CC[C@@H]12
    -1	-1.4	-12	3	0.8	-2.9	1.1	-0.9	-3
O=C(NC(=S)Nc1ccc(O)cc1)c1cncc(Br)c1
    2	-1.0	-5	4	nt	-4.9	2.6	-0.3	-2
CNC(=S)Nc1cccc(Cl)c1C
    1	0.3	-1	-2	1.5	0.0	2.5	-0.4	-2
N#CC1=C(N)Oc2c(c(=O)oc3ccccc23)C1c1ccc(OC(=O)N2CCOCC2)cc1 (stereo unspecified)
    6	-2.1	-3	3	nt	-1.5	0.5	-1.1	-5
Cc1ccc(C2CC(=O)NC3=C2C(=O)CCC3)cc1Br (stereo unspecified)
    4	2.0	7	6	-4.5	-4.3	0.2	-0.4	-1
CCCn1c(SCC(=O)Nc2ccc(NC(=O)CC)cc2)nc2c1c(=O)n(C)c(=O)n2C
    1	-0.5	-14	2	-1.6	-1.7	1.3	2.5	-2
CC1(C)CN(S(=O)(=O)OCC(Cl)(Cl)Cl)C(=O)N1
    2	-1.6	-8	15	-1.3	-2.7	1.7	-0.3	10

Screening results from PubChem.
